# Bioassay records deposited in PubChem by several laboratories.
# PrPC TRFRET – cell surface PrPC inhibition, primary TR-FRET screen; P04156; TR-FRET read-out; inhibition, % at 13.8 µM; 370,000 compounds, 0.43% hits; in the data active = inhibition above about 24%; also: 0% = median of the test wells and 100% = reference compound wells
# GDH-TPI inh – counter-screen for M. tuberculosis FBA inhibitors: GDH-TPI coupled enzymes; GDH-TPI coupled enzyme counterscreen, NADH absorbance; inhibition, % at 4.8 µM; 360,000 compounds, 1.2% hits; in the data active = inhibition above about 30%;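 also: 0% = DMSO wells and 100% = wells lacking the enzyme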
# BoNT F protease – BoNT F light chain protease inhibition. Multiplex microsphere protease cleavage assay, flow cytometry. inhibition, % at 10 µM. 360,000 compounds, 0.22% hits; in the data active = inhibition above about 35%, passing the limit was not always enough; also: plate controls were buffer without enzyme for full effect and enzyme alone for no effect
# UGM FP inh – inhibitors of M. tuberculosis UDP-galactopyranose mutase. P9WIQ1. purified UGM, fluorescence polarization probe displacement. inhibition, % at 10 µM. 320,000 compounds, 0.06% hits; in the data active = inhibition above about 10%, passing the limit was not always enough
# Target sequence (P9WIQ1 whole entry, looked up): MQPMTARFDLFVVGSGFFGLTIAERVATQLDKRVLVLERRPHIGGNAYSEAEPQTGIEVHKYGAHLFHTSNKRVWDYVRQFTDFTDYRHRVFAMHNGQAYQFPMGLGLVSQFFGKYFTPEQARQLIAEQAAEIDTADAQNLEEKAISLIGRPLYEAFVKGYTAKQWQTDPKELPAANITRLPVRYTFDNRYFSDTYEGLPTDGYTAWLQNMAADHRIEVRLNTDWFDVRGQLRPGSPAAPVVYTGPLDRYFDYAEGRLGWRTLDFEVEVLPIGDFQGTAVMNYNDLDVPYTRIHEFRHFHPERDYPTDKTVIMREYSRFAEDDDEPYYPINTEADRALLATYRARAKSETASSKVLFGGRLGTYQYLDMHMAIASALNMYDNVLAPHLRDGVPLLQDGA
# FBA Mtb inh – inhibitors of M. tuberculosis fructose-bisphosphate aldolase. P9WQA3. purified M. tuberculosis FBA, fluorescence read-out. inhibition, % at 1 µM. 360,000 compounds, 2.3% hits. AID 588726; in the data active = inhibition above about 27%;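 also: 0% = vehicle and 100% = reference inhibitor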
# Target sequence (P9WQA3 whole entry, looked up): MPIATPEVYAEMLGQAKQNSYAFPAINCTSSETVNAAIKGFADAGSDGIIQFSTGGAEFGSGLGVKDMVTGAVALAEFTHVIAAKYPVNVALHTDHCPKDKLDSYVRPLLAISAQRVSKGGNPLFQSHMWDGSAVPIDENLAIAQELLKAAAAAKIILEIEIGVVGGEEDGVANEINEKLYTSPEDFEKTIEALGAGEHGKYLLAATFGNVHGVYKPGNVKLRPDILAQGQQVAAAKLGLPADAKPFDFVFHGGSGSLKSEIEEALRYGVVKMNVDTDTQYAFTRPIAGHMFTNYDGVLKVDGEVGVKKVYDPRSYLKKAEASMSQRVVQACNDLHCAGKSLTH
# MazF activator – MazEF (E. coli) toxin RNase activation | P0AE70 | FAM/BHQ RNA-DNA oligo cleavage fluorescence, 5 h | activation, % at 20 µM | 350,000 compounds, 0.32% hits | AID 504720; in the data active = activation above about 50%
# Target sequence (P0AE70 whole entry, looked up): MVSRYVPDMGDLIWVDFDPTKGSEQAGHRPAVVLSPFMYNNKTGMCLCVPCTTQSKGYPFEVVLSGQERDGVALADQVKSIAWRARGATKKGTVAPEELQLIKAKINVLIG
# Mtb BioA inh – BioA (M. tuberculosis) enzyme inhibition; 360,000 compounds, 0.096% hits; purified M. tuberculosis BioA enzyme, plate reader; AID 602481; inhibition, % at 9.99 µM; in the data active = inhibition above about 40%
# Rv3671c inh – inhibits the M. tuberculosis serine protease Rv3671c; P9WHR9; inhibition, % at 5.96 µM; 320,000 compounds, 0.048% hits; in the data active = inhibition above about 38%;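 also: extracellular domain of Rv3671c used as enzyme; 0% = enzyme with DMSO and 100% = no enzyme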
# FadD28 FP inh – inhibitors of Mycobacterium tuberculosis FadD28 bisubstrate binding; AID 588549; FadD28 bisubstrate probe binding, fluorescence polarization; 360,000 compounds, 0.22% hits; inhibition, % at 12.5 µM; in the data active = inhibition above about 8.5%, passing the limit was not always enough
# Starred values were filed as active, the others as inactive; nt = not tested or not shown; + = active, no number; & = joins results of further samples.
SMILES,PrPC TRFRET,GDH-TPI inh,BoNT F protease,UGM FP inh,FBA Mtb inh,MazF activator,Mtb BioA inh,Rv3671c inh,FadD28 FP inh
Cc1ncc([N+](=O)[O-])n1S(=O)(=O)c1ccc2c(c1)OCCO2,-3,-5,-12,nt,2,2,0.3,nt,0.2
NC(=O)c1ccc(Oc2ccc(-c3nnco3)cc2)c([N+](=O)[O-])c1,-24,9,6,0.8,4,-4,16,-1,-1.1
CCCCNC(=O)C1(O)c2cc(Br)ccc2NC(=O)N1c1cccc(OC)c1 (stereo unspecified),7,-14,-3,-1.2,0,1,-1.4,2,-3.4
COc1cccc(CNC(=O)c2ccc(OCC(=O)N3CCOCC3)c(OC)c2)c1,3,10,14,0.7,4,8,nt,-5,-0.2
O=C(NC1CCCCC1)N1CCN(C2CCCCC2)CC1,nt,-6,-3,-1.7,-1,-21,0.6,11,-4.1
CCOC(=O)CCSc1n[nH]c(=S)s1,-4,4,-9,1.0,-1,5,nt,1,-3.4
CS(=O)(=O)N1CCc2cc(S(=O)(=O)Nc3ccc4c(c3)OCCO4)ccc21,17,-2,7,-2.9,-2,2,0.5,1,-6.9
COc1cccc(CNc2nc3ccccc3n2CCN2CCCCC2)c1,6,-5,-1,0.8,5,1,0.6,7,0.0
CCOc1ncccc1C(=O)N(C)CC(=O)Nc1ccc(C)cc1,1,0,-1,0.6,0,5,nt,-4,-0.1
CCCc1cc(=O)oc2cc(C)cc(OCC(=O)Nc3cccnc3)c12,6,11,-5,-1.0,82*,-2,-1.0,-27,-2.0
CCC(=O)Nc1ccc(S(=O)(=O)N2CCc3ccccc32)cc1,6,4,-18,-0.7,2,25,0.8,-14,0.1
COc1ccc2oc(C(F)(F)C(F)F)cc(=O)c2c1,4,14,-11,2.7,43*,2,-3.8,-12,-0.1
O=S(=O)(CCNCc1ccccc1)NC1CCCCC1,-6,-8,-4,nt,0,14,-0.5,nt,-3.1
C=CCOC(=O)Nc1c(C(=O)OC)[nH]c2ccc(Cl)cc12,-1,17,1,-0.3,40*,-5,0.0,-1,-2.2
Cn1c(OCc2cccnc2)nc2c1c(=O)n(Cc1ccc(Cl)cc1)c(=O)n2C,10,2,-3,0.2,0,-7,20,-12,-5.2
COc1cccc(CN2CCNC(=O)C2CC(=O)NCCn2ccc3ccccc32)c1OC (stereo unspecified),-3,0,-12,-0.8,-1,-1,nt,11,-6.6
Cc1nc(C)c(-c2csc(Nc3ccc(O)cc3C)n2)s1,6,5,-14,1.6,-2,2,-1.4,1,-2.3
Cc1ccc(C(=O)NCC(=O)NCCCc2ccccc2)cc1,1,-3,9,0.2,-1,0,-0.5,-3,-1.9
Cc1cccc(/C=C(\c2nc3ccccc3[nH]2)S(=O)(=O)c2ccccc2)c1,25*,2,0,nt,-3,-3,nt,nt,-3.0
O=C(O)CCC(=O)Nc1ccc(Br)cc1C(=O)c1ccccc1,2,9,3,1.2,-1,0,-0.9,0,-2.7
Cc1ccnc(NS(=O)(=O)c2ccc(NC(=O)COc3ccccc3)cc2)n1,8,3,-4,-0.7,-2,-5,nt,0,-0.1
O=C(NCC1CCCO1)C(c1ccc(F)cc1)N(Cc1ccc(F)cc1)C(=O)Cn1nnc(-c2cccs2)n1 (stereo unspecified),0,-2,-5,2.1,1,-1,nt,-13,-0.4
CC1CCN(C(=O)c2ccc(S(=O)(=O)Cc3ccccc3F)c([N+](=O)[O-])c2)CC1,-1,10,-6,-1.6,-1,7,nt,4,-4.1
O=C(COc1ccccc1Cl)Nc1cccnc1,2,0,-6,-2.5,-2,1,nt,-2,-1.7
CC(=O)c1cn(CCCCCCCn2cc(C(C)=O)c(=O)[nH]c2=O)c(=O)[nH]c1=O,-3,-2,-1,-0.7,-4,-5,nt,2,-3.2
O=C(COC(=O)/C=C/c1ccc([N+](=O)[O-])cc1)NCc1ccco1,-15,18,-2,-1.1,-1,0,-0.5,-2,0.6
c1ccc2[nH]c(CCCCCc3nc4ccccc4[nH]3)nc2c1,-6,nt,-7,nt,3,nt,4.2,nt,-2.6
Oc1ccc(/C=N/N2CCN(C3c4ccccc4-c4ccccc43)CC2)cc1,-6,6,0,1.5,-5,-4,nt,11,-0.1
Cc1ccc2[nH]c(=O)c(CN(CCCN3CCOCC3)C(=O)Nc3cccc(Cl)c3)cc2c1,-2,3,-1,-2.2,3,5,nt,-5,-2.0
CC(=O)c1c(C)[nH]c(C(=O)CSc2nnc3ccccn23)c1C,-2,4,-3,1.5,1,1,0.3,-4,-1.1

# Complete entries as entered above. Values in the order: PrPC TRFRET, GDH-TPI inh, BoNT F protease, UGM FP inh, FBA Mtb inh, MazF activator, Mtb BioA inh, Rv3671c inh, FadD28 FP inh
# Shown for O=C(NCC1CCCO1)C(c1ccc(F)cc1)N(Cc1ccc(F)cc1)C(=O)Cn1nnc(-c2cccs2)n1 (stereo unspecified) → 0, -2, -5, 2.1, 1, -1, nt, -13, -0.4
# Shown for O=C(COc1ccccc1Cl)Nc1cccnc1 → 2, 0, -6, -2.5, -2, 1, nt, -2, -1.7
# Shown for CC(=O)c1cn(CCCCCCCn2cc(C(C)=O)c(=O)[nH]c2=O)c(=O)[nH]c1=O → -3, -2, -1, -0.7, -4, -5, nt, 2, -3.2
# Shown for CC(=O)c1c(C)[nH]c(C(=O)CSc2nnc3ccccn23)c1C → -2, 4, -3, 1.5, 1, 1, 0.3, -4, -1.1

# Going on with the list.
SMILES,PrPC TRFRET,GDH-TPI inh,BoNT F protease,UGM FP inh,FBA Mtb inh,MazF activator,Mtb BioA inh,Rv3671c inh,FadD28 FP inh
CCCN1CCN(CCCNC(=S)Nc2ccc3nc(N4CCN(CC)CC4)cc(C)c3c2)CC1,-7,14,-10,-0.8,20,2,0.0,-8,0.4
COC(=O)c1c(C)[nH]c(-c2csc(N)n2)c1C,4,4,-11,-0.9,0,-12,nt,13,-2.5
CCOc1cc(N2CCOCC2)c(OCC)cc1NC(=O)c1c(-c2ccccc2Cl)noc1C,4,0,-9,-1.6,1,3,0.7,2,1.6
CCN(CC)S(=O)(=O)c1ccc2c(c1)N(CC(=O)N(CCc1ccncc1)C(C)C)C(=O)CO2,-6,2,-5,0.8,2,6,-0.3,7,-2.7
O=C(O)c1sccc1Oc1ccc(NS(=O)(=O)c2ccc(Cl)cc2)cc1,14,-10,-8,2.2,-4,5,nt,-2,-5.0
Cc1ccccc1CNC(=O)CCc1ccccc1,2,9,-1,2.8,0,-13,-0.7,2,0.6
COc1cccc(NC(=O)CCN2CCN(C)CC2)c1,8,-1,-8,2.4,0,8,-1.7,-4,-2.7
Cc1c(NC(=O)c2cc(=O)[nH]c3ccccc23)c(=O)n(-c2ccccc2)n1C,-2,14,-5,-0.3,2,7,-0.9,3,-1.8
O=C1CC(c2ccccc2)c2cc(O)ccc2O1 (stereo unspecified),-3,7,-1,2.5,3,-5,nt,9,-2.3
CCOc1ccc(CCNC(=O)COC(=O)c2cc(OC)cc(OC)c2)cc1OCC,0,-6,1,-2.2,-1,4,0.8,-2,-1.7
Cc1ccc(C(=O)N/C(=C\c2ccco2)C(=O)NCC2CCCO2)cc1C (stereo unspecified),-5,2,-14,2.7,1,5,-3.6,-3,-4.8
CCOc1ccc(NC(=O)c2ccc(CNc3c(N4CCCC4)c(=O)c3=O)cc2)cc1,-9,6,-7,-0.6,-4,4,nt,0,-1.1
Cc1ccccc1CSCC1Nc2ccc(C(=O)NCCc3ccccc3)cc2NC1=O (stereo unspecified),0,16,-50,nt,8,-19,-1.0,nt,-4.8
O=C(NCCCn1ccnc1)C(=O)NCc1ccccc1,-1,2,-8,1.2,0,-5,nt,1,-0.4
O=C(CCC(=O)c1cccs1)OCC(=O)N1CCN(S(=O)(=O)c2ccccc2)CC1,-1,0,-3,0.1,1,2,2.9,4,0.5
NCCCC[C@@H](C(=O)NCCCCCCCCCCC(=O)N1CCNCC1)n1cc(CCO)nn1,4,1,-11,-0.8,1,9,0.6,11,0.1
NC(c1ccccc1)c1csc(Nc2cc(Oc3ccccc3)ncn2)n1 (stereo unspecified),13,1,-15,nt,-5,nt,0.2,nt,-5.6
Cc1oc(CC(C)C)cc1C(=O)Nc1ccc(C(=O)O)cc1,-8,-7,-2,-1.1,5,4,-1.1,2,-2.1
CNC(=S)N/N=C/c1c(Cl)cccc1Cl,8,2,-3,-0.8,2,0,-1.7,2,-3.0
Cc1cc(N2CCCCC2)nc2ccccc12,-2&2,6,-5,-0.1,5,0,nt,-6,-1.7

# Next part, starting with the last 2 of the part before.
SMILES,PrPC TRFRET,GDH-TPI inh,BoNT F protease,UGM FP inh,FBA Mtb inh,MazF activator,Mtb BioA inh,Rv3671c inh,FadD28 FP inh
CNC(=S)N/N=C/c1c(Cl)cccc1Cl,8,2,-3,-0.8,2,0,-1.7,2,-3.0
Cc1cc(N2CCCCC2)nc2ccccc12,-2&2,6,-5,-0.1,5,0,nt,-6,-1.7
CCOC(=O)c1sc(=S)sc1SCc1cccc(C(F)(F)F)c1,3,2,2,-0.8,1,-16,-0.2,-1,1.9
O=C(Nc1ccccc1)N1CCCN(c2ccc(C(F)(F)F)cc2[N+](=O)[O-])CC1,-5,5,nt,1.6,-4,9,2.7,3,-2.5
COc1ccc(OCC(=O)NNC(=O)c2ccc(-c3ccccc3)cc2)cc1,-2,7,10,-0.4,3,-35,-0.1,-3,-1.3
Cc1ccc(Cl)c(OCC(=O)OC(C)C(=O)NC2CC2)c1 (stereo unspecified),4,-4,-9,-2.4,-1,-2,-1.8,0,-0.8
Cc1cc(C)nc(NC(=O)C(c2ccccc2)c2ccccc2)c1,18,3,-1,0.5,-1,-3,nt,-8,-6.0
Cc1cccn2c(=O)c3cc(C(=O)N4CCCCC4C)sc3nc12 (stereo unspecified),-10,16,-8,-0.8,23,-2,-1.2,-1,-1.1
CCS(=O)(=O)c1ccc(O)c(NC(=O)CCCC(=O)O)c1,-2,-2,nt,0.6,1,-6,-2.3,-5,-0.4
C=CCNC(=O)CN1C(=O)NC(C)(c2ccc(OC)cc2)C1=O (stereo unspecified),-10,-3,-18,-0.7,0,9,-0.7,-6,-3.1
COc1cc(C(=O)Nc2nc3ccc4nc(C)sc4c3s2)cc(OC)c1OC,3,18,-11,-0.9,6,-22,0.8,-8,-2.0
Cc1ccc(C)c2c1[nH]c1ccc([N+](=O)[O-])cc12,6,15,-1,-2.8,-6,4,-3.8,-18,-3.8
O=C1CCCC2=C1C(c1ccncc1)n1c(nc3ccccc31)N2 (stereo unspecified),3,14,-2,-2.4,+,9,nt,-3,-0.4
COc1cc(CC(=O)NCc2ccc3c(c2)OCO3)cc(OC)c1OC,0,4,12,-5.3,-3,6,1.0,5,-2.6
COc1ccc(C2CC(c3ccc(Cl)cc3)n3nc(N)nc3N2)cc1 (stereo unspecified),0,-14,0,2.5,8,9,-0.1,-4,-4.2
Cc1ccc(CCNC(=O)C2CCN(S(=O)(=O)c3ccc4c(c3)NC(=O)C(C)S4)CC2)cc1 (stereo unspecified),5,-4,-2,0.1,-1,4,-1.0,-2,-1.6
CCN(CC)S(=O)(=O)c1cc(NC(=O)CCc2c(C)noc2C)ccc1C,9,5,-6,6.7,2,-1,-0.3,-10,0.2
